# Screening data: PubChem, NCI
# NCI-60 one-dose screen, 48 h, at 10 µM unless noted. Numbers give growth in % (100 = growth as untreated, 0 = no growth, -100 = all killed).
# SNB-19 – SNB-19 CNS cancer cells. 2.5% of 81,000 active. AID 1794751
# PC-3 – PC-3 prostate cancer cells; AID 1794754; 3.9% of 80,000 active
# SF-295 – SF-295 CNS cancer cells. 5.6% of 79,000 active. AID 1794758
# OVCAR-3 – OVCAR-3 ovarian cancer; 7% of 79,000 active; AID 1794787
# U251 – U251 CNS tumor cells. 5.4% of 80,000 active. AID 1794753
# SF-539 – SF-539 CNS cancer. 6.8% of 81,000 active
# DU-145 – DU-145 prostate cancer. 4.2% of 81,000 active
# OVCAR-8 – OVCAR-8 ovarian cancer. AID 1794782. 4.4% of 81,000 active
# SF-268 – SF-268 CNS cancer cells | 3.1% of 82,000 active
# Numbers without * were called inactive; x = not tested or not shown; & = joins results of further samples. Rule for the calls: active = growth percent below 10; inactive = the rest. Rows were taken by chance. About 10% of those tested had a hit in this group.
SMILES,SNB-19,PC-3,SF-295,OVCAR-3,U251,SF-539,DU-145,OVCAR-8,SF-268
O=C(NCc1ccccc1)Nc1cc(Cl)ccc1Cl,98,114,93,115,97,102,110,109,110
CCCCNC(=O)/C(=C/c1ccc2c(c1)OCO2)NC(=O)c1ccccc1,101,89,103,116,90,103,113,101,102
CC(C)C(N)=Nc1ccc(Cl)c(Cl)c1,110,100,118,107,106,103,107,104,106
Nc1ccc(C(=O)O)cc1[N+](=O)[O-],101,95,102,111,91,97,109,109,107
N#C/C(=C\c1ccc(F)cc1)C(=O)Nc1cc(-c2ccccc2)nn1-c1ccccc1,98,105,93,116,102,97,108,101,98
C/C(=C\CCc1ccoc1)CC/C=C(\C)CCCC1COC(=O)C1 (configuration not stated),100,91,99,105,96,93,105,96,107
O=C(N/N=C\c1ccc(O)cc1)N/N=C/c1ccc(O)cc1,93,99,113,111,92,105,102,97,97
CC[C@]12C=CCN3CC[C@@]4(c5ccc(OC)cc5N(C)[C@H]4[C@@](O)(C(=O)OC)[C@@H]1OC(=O)CCCC[P+](c1ccc(F)cc1)(c1ccc(F)cc1)c1ccc(F)cc1)[C@@H]32,6.6*,16,78,13,13,16,36,20,28
C/C=N/NCCC#N,109,105,92,112,98,106,118,97,105
CC(=O)c1c(C)[nH]c(-c2nc3ccc(N4CCN(C)CC4)cc3[nH]2)c1C,83,71,76,80,84,72,94,79,96
NC(N)=N/N=C/c1cccc([N+](=O)[O-])c1,94,95,104,107,101,97,112,107,x
N#Cc1c(O)ccc(O)c1C#N,102,100,104,93,95,106,116,106,100
Cc1cc(NS(=O)(=O)c2ccc(N)cc2)no1,92&107,89&102,109&101,118&120,96&99,87,108&120,102&96,91&122
O=C(Nc1ccc(F)cc1)Nc1ccc(-c2cc(C(=O)Nc3ccccn3)c3ncccc3n2)cc1,98,93,102,120,101,91,110,102,108
CNC(=O)c1cc(N2CCc3cc(NC(=O)Nc4ccc(F)c(C(F)(F)F)c4)ccc32)ccn1,67,41,42,77,52,50,68,76,85
COc1cc(Br)c(CCC(=O)O)cc1OC,109,95,x,114,103,111,100,108,102
O=C(Nc1ncccc1OCc1ccccc1Cl)NC12CC3CC(CC(C3)C1)C2,87,83,93,88,87,115,97,85,85
CC1CC(=O)C2=C(C1)Nc1ccc(Br)cc1CC2c1c[nH]c2ccc(Br)cc12 (configuration not stated),55,31,4.8*,42,53,55,72,66,68
COC(=O)[C@]1(C)CCC[C@]2(C)[C@H]3C[C@H]4C(C(C)C)=C[C@]3(CC[C@H]21)[C@@H]1C(=O)NC(=O)[C@@H]14,112,70,102,106,93,103,103,92,97
Cc1cc(C(=O)c2ccccc2)cc(C)c1O,120,93,107,109,98,90,113,101,102
C/C(=N/Nc1nc2ccccc2n1C)c1ccccn1,15,19,8.1*,10,0.1*,0.5*,16,0.8*,11
O=C(CN1CCOCC1)N1CCN(C(=O)CN2CCOCC2)CC1,108,91,98,102,107,106,102,106,100
COc1ccc2c3c(c(OCCCN(C)C)nc2c1)-c1ccc(Cl)cc1C3=O,x,-19*,86,-46*,-85*,14,15,-39*,44
COC(=O)c1ccc2c(c1)C(=O)N(c1ccc(S(N)(=O)=O)cc1)C2=O,96,95,97,102,100,98,105,94,95
Nc1ccc2c(c1)/C(=N/O)c1cc([N+](=O)[O-])ccc1-2,81,45,x,64,67,60,46,87,63

# Single entries from above.
# Reading of NC(N)=N/N=C/c1cccc([N+](=O)[O-])c1 under U251: 101
# Reading of COC(=O)c1ccc2c(c1)C(=O)N(c1ccc(S(N)(=O)=O)cc1)C2=O under SF-539: 98

# Next structures
SMILES,SNB-19,PC-3,SF-295,OVCAR-3,U251,SF-539,DU-145,OVCAR-8,SF-268
COCCCn1c(=N)c(S(=O)(=O)c2ccccc2)cc2c(=O)n3ccccc3nc21,95,110,98,114,104,101,105,100,98
CC(=O)Oc1cc([N+](=O)[O-])ccc1C#N,103,98,99,103,100,100,104,111,98
Sc1ccccc1-n1c(-c2ccccc2)ccc1-c1ccccc1,88,87,112,122,103,112,125,113,116
Cc1ccc2oc(=O)cc(CSc3nnc(-c4ccc(F)cc4)o3)c2c1,103,90,95,109,88,98,105,93,97
CCCSc1nc2ccccc2cc1/C=N/O,92,95,101,108,91,106,98,95,96
COc1cc(/C=C/C(=O)c2ccc(NC(=O)CSc3nnc(-c4c[nH]c5ccccc45)n3-c3ccccc3)cc2)cc(OC)c1OC,69,66,74,66,19,61,80,50,85
O=C1N[C@H]2C[C@@](O)(N1)[C@@H]1OCC2O1,106,101,94,111,78,x,109,102,100
O=C(Cc1ccccc1)NC1=NC(=O)/C(=C\c2ccccc2O)S1,91,95,100,106,98,100,104,106,101
CN(C)CCNc1nc2ccccc2c2c(=O)c3cc(F)ccc3sc12,55,40,72,38,41,45,28,40,46
O=[N+]([O-])c1cccc(C2c3sc4ccc(Cl)cc4c3Nc3nnc(-c4cccc(F)c4)n32)c1 (configuration not stated),101,93,98,102,101,95,111,103,98
O=C(Nc1ccc(Br)cc1)Nc1cccc(Cl)c1,101,71,92,89,80,107,100,93,100
C[C@H]1[C@H](C)CC[C@]2(C(=O)OCCOCCOCC[P+](c3ccccc3)(c3ccccc3)c3ccccc3)CC[C@]3(C)C(=CC[C@@H]4[C@@]5(C)CC[C@H](OC(=O)C(Cl)Cl)C(C)(C)[C@@H]5CC[C@]43C)[C@H]12,20,5.1*,-35*,16,11,9.4*,26,11,26
CN1C(=O)/C(=C/c2ccccc2)S/C1=N/c1nccs1,99,94,98,108,111,90,99,88,99
C[C@H]1CN(C(=O)c2ccc3c(NNC(=O)c4ccncn4)nc4cc(F)c(F)cc4n23)CCN1,30,39,12,58,16,8.5*,41,17,27
Cc1ccc2c(c1)C(=O)/C(=C/c1c[nH]c3ccccc13)S2,27,24,73,43,23,48,78,55,45
COc1ccc(CCN2C(=O)CCSC2=S)cc1OC,103,x,99,105,97,90,68,97,97
COc1cc(/C=C\c2cc(/C=C\c3ccc(O)c(OC)c3)n(C(=O)Nc3ccc(C(F)(F)F)cc3)n2)ccc1O,49,38,83,14,9.7*,29,48,0.4*,37
CC(C)Cc1ccc(C(C)C(=O)NCc2ccc(Cn3c(=O)sn(-c4ccc(Cl)cc4)c3=O)cc2)cc1 (configuration not stated),84,83,81,92,66,63,84,79,80
CCOC=Nc1c(C(=O)Nc2ccccc2)oc2ncccc12,96,85,99,102,106,108,103,96,107
CC(C)c1ccc(C(=O)OC2CCCCC2)cc1,90,83,100,100,100,96,96,105,94
Cc1cc(O)c2c(c1)C1OC(=O)CCCCN1C1=C2C(=O)c2cccc(OC3CC(O)C(O)C(C)O3)c2C1=O (configuration not stated),104,75,98,100,96,93,111,95,107
CCCCCc1ccc(S(=O)(=O)Nc2cccc(-c3csc(NC(=O)CN4CCN(C)CC4)n3)c2)cc1,85,67,104,75,50,83,82,96,78
O=S(=O)(O)c1ccc2ccc(O)cc2c1,95,86,95,110,104,90,105,97,101
O=C(O)CCc1ccc(O)c(O)c1,106,100,90,112,101,104,112,105,105
CCCCCCCCCC1=NC(C)(C)CN1CC(C)O (configuration not stated),92,71,108,108,93,105,109,96,101

# One compound at a time, as listed above. Order of values: SNB-19, PC-3, SF-295, OVCAR-3, U251, SF-539, DU-145, OVCAR-8, SF-268
# `CC(C)Cc1ccc(C(C)C(=O)NCc2ccc(Cn3c(=O)sn(-c4ccc(Cl)cc4)c3=O)cc2)cc1` (configuration not stated) is listed with 84, 83, 81, 92, 66, 63, 84, 79, 80
# `O=C(O)CCc1ccc(O)c(O)c1` is listed with 106, 100, 90, 112, 101, 104, 112, 105, 105
# `COc1cc(/C=C/C(=O)c2ccc(NC(=O)CSc3nnc(-c4c[nH]c5ccccc45)n3-c3ccccc3)cc2)cc(OC)c1OC` is listed with 69, 66, 74, 66, 19, 61, 80, 50, 85

# Given with values under each structure: 3 of the compounds above.
# Every second line gives: SNB-19, PC-3, SF-295, OVCAR-3, U251, SF-539, DU-145, OVCAR-8, SF-268
CCCSc1nc2ccccc2cc1/C=N/O
→ 92, 95, 101, 108, 91, 106, 98, 95, 96
COc1cc(/C=C\c2cc(/C=C\c3ccc(O)c(OC)c3)n(C(=O)Nc3ccc(C(F)(F)F)cc3)n2)ccc1O
→ 49, 38, 83, 14, 9.7*, 29, 48, 0.4*, 37
C[C@H]1[C@H](C)CC[C@]2(C(=O)OCCOCCOCC[P+](c3ccccc3)(c3ccccc3)c3ccccc3)CC[C@]3(C)C(=CC[C@@H]4[C@@]5(C)CC[C@H](OC(=O)C(Cl)Cl)C(C)(C)[C@@H]5CC[C@]43C)[C@H]12
→ 20, 5.1*, -35*, 16, 11, 9.4*, 26, 11, 26

# Back to the main list with the four entries that preceded the break.
SMILES,SNB-19,PC-3,SF-295,OVCAR-3,U251,SF-539,DU-145,OVCAR-8,SF-268
CCCCCc1ccc(S(=O)(=O)Nc2cccc(-c3csc(NC(=O)CN4CCN(C)CC4)n3)c2)cc1,85,67,104,75,50,83,82,96,78
O=S(=O)(O)c1ccc2ccc(O)cc2c1,95,86,95,110,104,90,105,97,101
O=C(O)CCc1ccc(O)c(O)c1,106,100,90,112,101,104,112,105,105
CCCCCCCCCC1=NC(C)(C)CN1CC(C)O (configuration not stated),92,71,108,108,93,105,109,96,101
O=C(O)CNC(=O)c1cn(-c2ccccc2)nc1-c1ccc(Cl)s1,92,97,125,117,107,115,130,102,103
Nc1ccc(Br)cc1C(F)(F)F,104,105,119,120,109,97,116,100,108
COc1ccc(Cc2nnc(SCC(=O)Nc3ccc(C)cc3)n2-c2ccc(C)cc2)cc1,97,68,104,107,98,112,111,101,96
CN(CCO)Cc1ccccc1,93,92,104,109,101,93,112,101,98
CC(=O)Nc1ccc(C(=O)CCN2CCCCC2)cc1,100,96,102,117,91,103,106,98,98
C/C=C(C)/C=N/NC(=O)C(=O)N/N=C/C(C)=C/C,103,92,109,116,103,100,114,110,111
O=C/C=C/c1ccc([N+](=O)[O-])cc1,95,99,105,104,96,99,102,100,98
CCOC(=O)C(C)(c1ccccc1)c1ccccc1,99,98,102,107,104,98,106,105,104
COc1ccc(C(C(=O)NC(C)(C)C)N(Cc2ccco2)C(=O)CNC(=O)OC(C)(C)C)cc1OC (configuration not stated),98,94,108,146,106,105,112,116,106
O=C(Oc1ccccc1)c1ccccc1C(=O)Oc1ccccc1,110,108,111,119,105,112,117,107,115
C=C1CC[C@@H]2[C@]3(C)COC(c4cn[nH]c4-c4cccc(F)c4)O[C@@H]3CC[C@@]2(C)[C@@H]1C/C=C1/C(=O)OCC1O (some centres not stated),93,85,101,116,93,97,98,88,96
O=C(CN1C(=O)c2ccccc2C1=O)Nc1ccccc1,112,100,107,110,106,111,108,108,103
O=C1Nc2cc(-c3ccc(NS(=O)(=O)c4ccc(-c5ccccc5)cc4)cc3)ccc2/C1=C/c1ccc[nH]1,72,31,31,-19*,28,37,-11*,52,76
Cc1ccn2cc(Cc3cc(=O)oc4c3ccc3ccccc34)c(=O)nc2c1,103,104,96,104,102,94,110,100,95
COc1cc(CNC(=O)C[C@H](C)CCC=C(C)C)ccc1OCc1cn(-c2ccc(C#N)cc2)nn1,84,68,54,94,84,60,74,60,72
COc1ccc(Br)c([N+](=O)[O-])c1,100,95,100,108,92,94,111,100,98
COc1ccc2oc(=O)cc(C(c3ccc[nH]3)c3ccc[nH]3)c2c1,22,20,6.4*,-8.5*,-7.6*,1.3*,13,-4.9*,19
O=C1c2cc3c(cc2-c2c1c1ccc(F)cc1c(=O)n2C[C@H](O)[C@H](O)[C@H](O)CO)OCO3,2.1*,7.0*,-24*,-17*,-22*,-41*,-1.7*,-3.5*,2.0*
C[C@H]1[C@H](C)CC[C@]2(C(=O)O)CC[C@]3(C)C(=CC[C@@H]4[C@@]5(C)C/C(=C/c6ccccn6)C(=O)C(C)(C)[C@@H]5CC[C@]43C)[C@H]12,87,54,76,82,69,95,88,76,84
Cn1cc(C(c2coc3cc(F)ccc3c2=O)c2cn(C)c3ccccc23)c2ccccc21,97,106,98,119,105,93,119,113,105
